DAX1 inh-1: blocks DAX1 repression of SF-1 activated StAR promoter. HEK293T StAR-luciferase reporter, SF-1/DAX-1 repression relief. inhibition, % at 6.8 µM. 1.1% of 370,000 active. AID 652010;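 active means inhibition above the mean over all tested compounds plus 3 SD, cut at about 3.6% in these data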;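 further: 0% = DAX-1 cells with DMSO and 100% = cells lacking DAX-1 with DMSO; higher inhibition means more luminescence from relief of DAX-1 repression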
hgDAF-12 ag: hgDAF-12 agonism, primary luciferase screen. HEK293 GAL4-hgDAF12 UAS-luciferase reporter, agonist luminescence; normalized to butyrate control. activation, % at 6.8 µM. 1.8% of 370,000 active;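 active means activation above a cutoff set at the mean of all screened compounds plus 3 SD, cut at about 10% in these data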;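 further: 0% = DMSO wells and 100% = sodium butyrate wells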
MBD2 inh: inhibitors of human MBD2 binding to methylated oligonucleotide. TR-FRET. AID 686964. inhibition, % at 4.4 µM. Q9UBB5. 0.31% of 370,000 active; in the data active means inhibition above about 13%
PLC-gamma1 inh: inhibitors of human phospholipase C gamma1; purified PLC-gamma1, fluorogenic substrate, fluorescence; inhibition, % at 12.2 µM; 0.84% of 370,000 active; AID 720700; in the data active means inhibition above about 9.5%
SMARCA2 act: SMARCA2 function activation, primary screen; MG213 cells, MMTV-luciferase reporter, dexamethasone, overnight; activation, % at 9.1 µM; 1% of 370,000 active; AID 652017; in the data active means activation above about 7.8%;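 further: 0% = vehicle wells and 100% = reference activator wells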
ADAM17 inh: ADAM17 inhibition, QFRET primary screen; P78536; recombinant ADAM17, EDANS/DABCYL FRET peptide cleavage; inhibition, % at 6.95 µM; 0.83% of 370,000 active; AID 720648;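 active means inhibition above the mean of compounds lying between control limits plus 3 SD, set per campaign, cut at about 8.5% in these data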;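 further: 0% = DMSO-only wells as the low control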
Target sequence (P78536 215-824 limits assumed): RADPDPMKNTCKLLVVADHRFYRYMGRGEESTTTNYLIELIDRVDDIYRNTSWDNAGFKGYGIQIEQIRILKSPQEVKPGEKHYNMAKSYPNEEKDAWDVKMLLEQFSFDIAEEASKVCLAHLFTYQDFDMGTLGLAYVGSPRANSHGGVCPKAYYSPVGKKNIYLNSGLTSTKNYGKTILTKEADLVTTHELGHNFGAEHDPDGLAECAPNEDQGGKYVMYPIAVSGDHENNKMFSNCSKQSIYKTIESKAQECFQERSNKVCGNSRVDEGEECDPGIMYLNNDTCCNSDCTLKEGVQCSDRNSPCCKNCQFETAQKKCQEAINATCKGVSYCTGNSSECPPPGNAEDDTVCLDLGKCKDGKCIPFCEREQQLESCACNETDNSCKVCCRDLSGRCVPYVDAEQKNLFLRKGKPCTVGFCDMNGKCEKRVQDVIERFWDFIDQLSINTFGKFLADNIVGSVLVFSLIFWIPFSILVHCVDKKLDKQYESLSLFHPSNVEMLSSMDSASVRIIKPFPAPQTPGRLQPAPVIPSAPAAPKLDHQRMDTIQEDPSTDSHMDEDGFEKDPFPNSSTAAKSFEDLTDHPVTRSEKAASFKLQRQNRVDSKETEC
ssDAF12 agonist: S. stercoralis DAF-12 activation, primary screen; AID 652126; 1% of 370,000 active; activation, % at 6.8 µM; HEK293 ssDAF-12/GRIP1 lit1-tk-luc reporter, luminescence; % of 3 µM dafachronic acid response;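 active means activation above the mean over all tested compounds plus 3 SD, cut at about 0.9% in these data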;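 further: 0% = DMSO-only wells and 100% = 3 µM delta7-dafachronic acid wells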
hcDAF12 agonist: activators of H. contortus DAF-12 nuclear receptor | activation, % at 6.8 µM | 1.4% of 370,000 active | AID 652067 | HEK293 hcDAF-12 lit1-tk-luc reporter, luminescence; 0% DMSO, 100% Δ7-dafachronic acid;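 active means activation above the mean of all tested compounds plus 3 SD, cut at about 5.5% in these data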;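 further: 100% = response to 3 µM Δ7-dafachronic acid high control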
NR1D1 modulator: Rev-erb alpha (human) modulation; activity, % at 10 µM; 0.79% of 370,000 active; Rev-erbα–FITC-DNA binding, fluorescence polarization, 90 min; AID 1259318;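 active means activity above about 14%, limit read from the data; passing the limit was not always enough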;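 further: 0% = DMSO wells with 35 nM protein and 100% = DMSO wells with 750 nM protein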
PLC-beta3 inh: blocks human PLC-beta3 enzyme activity. Q01970. Purified PLC-beta3, fluorogenic substrate, fluorescence. inhibition, % at 12.2 µM. 0.18% of 370,000 active; in the data active means inhibition above about 11%;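 further: 0% = median of compound wells on plate and 100% = full blocker control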
DAX1 inh-2: NR0B1 (DAX1) inhibition; P51843; HEK293 Gal4-DAX1 luciferase reporter, luminescence; inhibition, % at 6.75 µM; 0.99% of 340,000 active; AID 504766;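 active means inhibition above the mean over all tested compounds plus 3 SD, cut at about 4.2% in these data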;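 further: 0% = DAX1-transfected cells with DMSO and 100% = empty-vector control cells with DMSO; inhibition shows as a rise in luminescence from relieved DAX1 repression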
Target sequence (P51843 207-470 limits assumed): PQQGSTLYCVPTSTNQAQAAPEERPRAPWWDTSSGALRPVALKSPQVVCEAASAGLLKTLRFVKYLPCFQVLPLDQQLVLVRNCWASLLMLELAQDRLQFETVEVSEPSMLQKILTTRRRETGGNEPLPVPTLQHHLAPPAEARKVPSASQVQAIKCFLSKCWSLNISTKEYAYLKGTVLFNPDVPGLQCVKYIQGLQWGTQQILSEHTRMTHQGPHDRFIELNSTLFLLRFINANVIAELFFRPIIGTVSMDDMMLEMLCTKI
Numbers without * were called inactive; i = inactive; / = not tested or not shown.

smiles,DAX1 inh-1,hgDAF-12 ag,MBD2 inh,PLC-gamma1 inh,SMARCA2 act,ADAM17 inh,ssDAF12 agonist,hcDAF12 agonist,NR1D1 modulator,PLC-beta3 inh,DAX1 inh-2
COC(=O)C1=C(C)N(Cc2ccc(Cl)cc2)C(=S)NC1c1cccc(Br)c1 (centres undefined),-0.6,0.5,4,2,-5,-2,-1.6,0.5,-1,0,/
Cn1c(=O)cc(OCCCC(=O)N2CCCCC2)c2ccccc21,0.0,-3.7,1,2,-3,0,-1.4,0.3,1,0,0.8
Cc1ccsc1/C=N/NC(=O)c1cccnc1,-0.4,-0.2,0,2,4,2,-1.0,-1.4,-3,-6,-1.0
CC(=O)Nc1cnc(-c2cccc(C(=O)N(C)C)c2)cn1,0.8,1.5,5,-1,-2,-14,-0.8,1.5,-6,-3,/
Cc1ccc(S(=O)(=O)N2CCOC2CNC(=O)C(=O)NCCN(C)C)cc1 (centres undefined),-1.1,-0.5,4,-2,-2,-4,-0.6,-1.1,-5,-8,0.3
CCOC(=O)N1CCN(CCC(=O)Nc2ccc(OC(F)(F)F)cc2)CC1,-1.2,-0.1,1,4,5,-1,-0.9,-0.3,-7,4,0.1
Cc1cc(N2CCCC2=O)ccc1S(=O)(=O)N1CCOCC1,0.4,7.0,-3,-2,6,1,-1.2,-1.0,-3,3,-0.5
CCc1nc2ccccc2c(C(=O)OCC(=O)Nc2cccc(S(=O)(=O)N3CCOCC3)c2)c1C,-3.3,-12,3,8,-7,5,-2.3,-3.4,-5,7,-3.9
O=C(Cc1ncc(C(F)(F)F)cc1Cl)N1CCN(c2ccc(F)cc2)CC1,0.0,-2.5,5,-3,-2,-3,-0.2,-0.2,0,-1,-0.6
Fc1ccc(-c2nc3nc4ccccc4nc3n2Cc2ccco2)cc1,1.5,9.0,-4,-26,0,-37,0.1,1.7,3,-27,0.7
CC1(C)CC(=O)C(N=Nc2cccnc2)=C(O)C1,-0.8,-2.0,-6,6,-5,5,-0.1,-2.0,5,1,2.7
Cc1ccc(S(=O)(=O)N(CC(=O)NCCSc2ccccn2)c2ccccc2F)cc1,-0.6,-1.5,-3,2,-1,2,-1.5,-1.8,0,-9,-1.2
CC(=O)c1cc2c(cc1NC(=O)CSc1nnc(C)s1)OCO2,0.2,1.8,5,-13,2,-21,-0.3,-1.9,-1,-16,0.3
Cc1ccc(NC(=O)C(=O)c2cn(CC(=O)N3CCCCC3)c3ccccc23)cc1,0.2,1.7,-5,0,-1,1,-0.1,-0.6,5,0,-0.4
COc1ccc(-c2csc(NC(=O)C3CSC4(C)CCC(=O)N34)n2)c(OC)c1 (centres undefined),-1.9,-1.3,5,-7,-2,0,-1.4,-2.8,-4,-9,-1.1
COc1ccc(C2CC(c3ccccc3)=NN2C(=O)c2cccs2)cc1 (centres undefined),1.8,5.5,-3,-6,6,2,-1.6,0.4,-3,-10,-0.3
c1ccc2c(CCNc3ncnc4nc[nH]c34)cccc2c1,-1.9,-0.9,6,-3,-4,-4,-2.3,-1.1,-1,0,-2.5
Cc1ccc(NC(=O)CN(C)C(=O)Cc2c(Cl)cccc2Cl)cc1,-0.3,1.6,3,-4,-2,-3,-0.7,-1.1,2,-7,-0.9
COc1ccc(NS(=O)(=O)c2cc(N)ccc2N2CCCC2)cc1,0.1,-1.2,-3,-24,-6,-24,-1.1,-3.0,11,-34,2.1
Oc1cccc(-c2csc(C(O)(c3ccccc3)C(F)(F)F)n2)c1 (centres undefined),1.0,0.6,1,3,-4,4,-0.8,0.3,3,-1,/
COC(=O)c1ccc2ccccc2c1OC1OC(CO)C(O)C(O)C1NC(C)=O (centres undefined),-0.1,1.1,-2,-1,-1,-4,0.2,0.2,9,-7,-1.0
Cc1ccc2nsnc2c1NC(=O)Cc1ccc(Cl)cc1,0.2,-0.7,1,-7,-4,-3,-1.3,-0.9,51*,-4,0.2
O=C(NC1CCCCCC1)C1CCCN(S(=O)(=O)c2cccs2)C1 (centres undefined),-0.1,1.0,-4,0,0,-1,-0.9,-0.8,-3,0,0.0
O=C(CNC(=O)Cc1ccccc1)NCC(=O)OCC(=O)c1ccc(Cl)cc1,-0.1,1.6,3,4,-6,3,-0.9,-0.3,3,5,-1.1
Cc1ccccc1Nc1nnc(C)c(=O)n1N,0.0,1.1,4,-1,-1,-3,-0.7,-2.1,7,1,1.3
Cc1ccc(S(=O)(=O)NCc2ccccc2)cc1C(=O)N(C)Cc1ccccc1F,-2.2,2.0,-2,1,-1,-3,-1.1,-3.1,-2,-9,0.3
Cc1ccc2c(cnn2C(=O)CCCC(=O)NCc2cccc(F)c2)c1,1.2,1.4,-1,-1,0,0,-0.5,1.8,1,3,0.2
C/C=C(\C)CN1CCCC(CO)(Cc2ccccc2)C1 (centres undefined),-0.1,4.1,-5,12*,-4,2,-1.3,-1.7,0,-5,-1.2
O=S1(=O)N=C(N(CCO)/N=C/c2ccc(Cl)cc2)c2ccccc21,-0.1,1.5,-5,-1,-4,-3,-0.8,-1.8,-6,-7,-1.1
O=C(c1ccc(S(=O)(=O)c2cccc(Cl)c2)c([N+](=O)[O-])c1)N1CCN(Cc2ccccc2)CC1,-2.1,-6.2,-2,2,-7,10*,-2.6,-3.8,-5,3,-3.4
CC1CCC2=NN(C(=O)c3ccco3)C(O)(C(F)(F)F)C2C1 (centres undefined),-0.6,-0.5,2,2,0,0,-0.8,-1.6,2,0,-0.3
CNc1snc(C)c1C(=O)OCC(=O)N(C)Cc1ccccc1,-1.0,-2.7,4,-2,-2,-2,-1.6,-1.1,8,-2,-1.0
CC(C)CN1CCN(C(=O)COC(=O)c2ccc(S(C)(=O)=O)c([N+](=O)[O-])c2)CC1,-1.2,-5.2,-1,3,-11,5,-0.9,-1.2,-7,-1,/
O=C(NCCN=C1NS(=O)(=O)c2ccccc21)c1ccccc1,-0.1,2.3,-3,-4,0,-4,-0.6,-1.2,0,-114,1.3
Cc1ccc(N2C(=O)CCC(C(=O)O)C2c2cccs2)cc1 (centres undefined),0.0,-0.3,2,4,-1,1,-0.8,-1.9,-3,-3,0.8
O=C(N/N=C/c1cccs1)C1CC(=O)N(c2ccccc2)C1 (centres undefined),-0.2,-0.2,1,3,-1,-4,-1.6,-1.9,-1,0,0.1
CCN(CC)CCCNc1ccc2ncn3c4ccc(O)cc4c(=O)c1c23,-4.2,-3.7,-21,i,8.1*,-8,-0.9,0.6,92*,i,-3.8
O=C(NCCc1ccccc1F)C1CC(=O)N(c2cccc(C(F)(F)F)c2)C1 (centres undefined),-1.5,0.8,1,-5,-2,-2,-1.2,-0.3,1,-12,0.1
Cc1[nH]c2ccccc2c1CC(=O)Nc1ccc(Nc2cccnc2)c(-c2ccc(C(C)(C)C)cc2)c1,0.1,0.8,0,-4,-5,4,0.0,2.2,4,-4,/
O=C(CN1CCOCC1)Nc1ccccc1Sc1ccccc1,-0.3,1.7,-8,0,-3,-3,-1.4,0.4,-3,6,-0.7
O=C(Nc1ccc(Cl)cc1)N(Cc1cccs1)Cc1cccs1,-1.2,-0.5,8,0,-2,1,-1.3,-2.3,-5,-1,0.6
COc1cc(/C=C(\C#N)C(=O)Nc2cccnc2)ccc1OC(C)C,0.0,-2.5,1,-2,-1,1,-0.9,-0.5,3,0,0.7
CCc1ccccc1N(CC(=O)NC1CCCCC1)C(=O)CCCC(=O)Nc1ccccn1,-0.3,0.3,0,-1,5,-2,-0.8,-1.9,-3,-6,2.5
Cc1ccc(C(=O)NC(=S)/C=C2\N(C)c3ccccc3C2(C)C)cc1,-1.3,-1.0,-11,-32,-5,18*,-1.4,-1.5,1,-42,-1.4
CCCCn1nnnc1C1(C)CCC(=O)N1Cc1ccc(C)cc1 (centres undefined),-0.3,-0.6,0,1,-2,-6,-0.5,-0.3,-2,2,/
CC(C)Nc1nc(NC2CCCC2)nc(N2CCOCC2)n1,-2.2,-1.9,0,2,-1,-8,-0.9,-1.8,-1,-6,-1.2
O=C(CN1CCCCC1)Nc1ccccc1Oc1ccccc1,-0.2,0.9,3,3,-5,-1,-1.5,-0.5,5,-5,-2.8
O=C(c1cn(-c2ccccc2)nc1-c1cccs1)N1CCN(c2ccc(F)cc2)CC1,0.2,-1.3,1,3,1,9,-1.2,-1.5,5,1,1.2
COC(=O)c1ccc(N2CCN(C)CC2)c(NC(=O)COc2ccc(C)cc2)c1,1.0,-1.7,-2,0,-2,2,-0.9,-1.3,-1,-3,0.1
Cc1ccccc1NC(=O)NCCCN1CCN(c2ccccc2)CC1,0.7,0.1,0,3,-2,-3,-1.0,-1.3,-5,1,3.2
COc1ccc(C2c3c(ncn(Cc4ccco4)c3=N)Oc3ccc4ccccc4c32)cc1 (centres undefined),-0.9,-3.7,-2,-62,-4,-4,-0.8,-1.9,-7,-59,1.7
COC(=O)[C@]12CCCCC=C1N(Cc1cccc3ccccc13)C(=O)[C@H](CC(=O)N1CCOCC1)C2,-0.8,-4.6,4,0,-2,-2,-0.8,-1.5,-5,1,/
COc1ccc(CNC(=O)C/C(C)=N/NC(=O)C23CC4CC(CC(C4)C2)C3)cc1,1.3,6.6,2,0,4,1,-0.3,2.2,-4,3,3.8
COC(=O)c1c(NC(=O)c2ccc(C)c(S(=O)(=O)Nc3ccccc3C)c2)sc2c1CCCC2,0.3,0.9,-5,1,-3,-5,-0.5,-2.5,-8,0,0.1
CC(C)Cc1ccc(CN2CCCC(NC(=O)c3cnc4ccccn4c3=O)C2)cc1 (centres undefined),-2.6,-1.4,-1,-35,-2,-93,-1.8,-2.2,-6,-53,0.3
CCN(CC)CCNC(=O)c1ccc(NC(=O)Cc2ccsc2)cc1,-0.6,-1.6,-1,5,-2,-2,-0.8,0.7,3,-4,0.4
Cc1noc(C)c1C(=O)N(CC(C)C)c1nc2ccccc2s1,-0.3,0.6,-3,2,2,-2,-1.2,0.6,2,-1,-0.2
CC(C)(C)c1ccc(S(=O)(=O)N2CCN(CC(O)CN3CCOCC3)CC2)cc1 (centres undefined),-0.1,-0.4,2,3,-2,-2,-0.5,-0.2,4,5,0.1
COc1cc(C)c(S(=O)(=O)N2CCCC2)cc1C(C)C,0.6,-3.1,-6,3,2,2,-1.6,-1.2,2,5,-1.0
COc1ccc(Nc2c(CCc3ccccc3)nc3nc(C)cc(C)n23)cc1,-1.7,4.2,8,-27,-3,-2,-1.4,0.0,1,-48,/
O=c1[nH]nc(SCCS(=O)(=O)c2ccc(F)cc2)n1-c1ccc2c(c1)OCCO2,-0.2,-3.5,-4,3,-5,-1,-1.7,-1.3,-2,-6,-2.6
